High-throughput results: PubChem, The Scripps Research Institute Molecular Screening Center
DDE Tn7 FP inh – DD(E)-Tn7 binding inhibition, primary FP screen; P02675; FP displacement of FITC-Tn7 peptide from fibrin DD(E); 0% = median of compound wells per plate; inhibition, % at 8.3 µM; actives 0.13% (n = 370,000); AID 720508;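 active means inhibition above the mean of compounds falling within the control limits plus 3 SD of them, cut at about 14% in these data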;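 further: 0% = plate median of compound wells and 100% = 10 µM Aha-Tn7 peptide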
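Test system: human clot-derived fibrin DD(E) complex / Quantity: 2 µM final DD(E) protein / Incubation: 10 min plus 3 h, room temperature / Measured by: fluorescence polarization / Benchmarks: high control of 10 µM Aha-Tn7 peptide / Replicates: singlicate testing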
UHRF1 binding – human UHRF1 methylated DNA binding inhibitors; AID 687016; Q96T88; actives 0.75% (n = 370,000); inhibition, % at 4.4 µM; UHRF1 binding to methylated oligo, TR-FRET; in the data active means inhibition above about 21%;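 further: UHRF1 SRA domain binding a hemimethylated CpG hairpin DNA probe; 0% = median of test compound wells and 100% = reference inhibitor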
LEDGF integ inh – blocks HIV-1 LEDGF/p75-dependent DNA integration; inhibition, % at 3.7 µM; AID 743269; TR-FRET IN-LEDGF/p75 DNA integration, Eu/Cy5; actives 0.64% (n = 370,000);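 active means inhibition above the screen-wide mean plus 3 SD, cut at about 13% in these data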;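 further: signal is the Cy5 over europium emission ratio at 671 and 618 nm; 0% = plate median of compound wells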
KLK7 zymogen act – activates the human kallikrein-7 zymogen; activation, % at 7 µM; actives 0.9% (n = 370,000); P49862; purified proKLK7, EDANS-DABCYL substrate fluorescence; 100% is mature enzyme control, 0% vehicle;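 active means activation above the mean of all tested compounds plus 3 SD, computed per campaign excluding outliers beyond control limits, cut at about 13% in these data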
TCR CD3 inh – blocks the human TCR-CD3 interaction. TAMRA-labeled TCR probe fluorescence, biochemical. inhibition, % at 9.4 µM. actives 0.37% (n = 360,000). AID 651800; in the data active means inhibition above about 19%;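 further: recombinant mutant TCR 2C K166C tagged with TAMRA read by polarization; 0% = receptor in buffer alone and 100% = receptor with positive control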
TDP2 inh – TDP2 (human) inhibition, absorbance primary screen; recombinant TDP2, T5PNP hydrolysis, p-nitrophenol absorbance 415 nm; inhibition, % at 12.8 µM; actives 0.34% (n = 370,000);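 active means inhibition above the mean of all tested compounds plus 3 SD, set per campaign, cut at about 25% in these data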;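 further: 0% = DMSO with enzyme and 100% = buffer with substrate but no TDP2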
Target sequence (O95551 whole entry, looked up): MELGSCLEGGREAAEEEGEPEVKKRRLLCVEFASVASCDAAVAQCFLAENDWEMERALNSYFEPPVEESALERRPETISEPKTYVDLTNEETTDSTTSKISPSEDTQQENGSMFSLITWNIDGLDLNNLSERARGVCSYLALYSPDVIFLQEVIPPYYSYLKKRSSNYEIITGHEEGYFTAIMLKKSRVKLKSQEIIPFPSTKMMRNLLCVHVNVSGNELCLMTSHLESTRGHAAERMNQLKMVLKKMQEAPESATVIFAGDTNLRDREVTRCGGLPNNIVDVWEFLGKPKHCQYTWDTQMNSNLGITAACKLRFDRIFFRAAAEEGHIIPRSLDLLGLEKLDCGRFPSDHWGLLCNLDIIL
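System – recombinant human TDP2 · Quantity – TDP2 enzyme at 120 nM final · Doses – single concentration, 12.8 µM nominal, with 1% DMSO · Incubation – 2 h at 37 °C · Measured by – epi absorbance of p-nitrophenol freed from T5PNP by hydrolysis · Read-out – % inhibition relative to enzyme-containing and enzyme-free wells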
MBD2 DNA inh – MBD2-methylated oligo binding inhibition; Q9UBB5; TR-FRET, MBD2 binding to methylated oligonucleotide; inhibition, % at 4.4 µM; actives 0.31% (n = 370,000); AID 686964; in the data active means inhibition above about 13%
SIAE primary – human SIAE inhibition, primary screen; SIAE FP-Rh probe binding, fluorescence polarization; inhibition, % at 9.66 µM; AID 1053197; actives 0.69% (n = 370,000); Q9HAT2;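 active means inhibition above a cutoff: mean of compounds within the control limits plus 3 SD of those, cut at about 17% in these data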;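 further: 0% = plate median of compound wells and 100% = probe without SIAE protein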
Tn6 DDE FP – DD(E)-Tn6 binding inhibition, primary FP screen; P02675; Fibrin DD(E) TRITC-Tn6 fluorescence polarization displacement; inhibition, % at 8.3 µM; actives 0.21% (n = 370,000);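 active means inhibition above a per-campaign cutoff: mean of compounds within control limits plus 3 SD, cut at about 15% in these data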;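 further: 0% = median of all compound wells on the plate and 100% = blocking peptide control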
PRMT1 FP inh – inhibitors of human PRMT1; Q99873; recombinant PRMT1, activity-based probe fluorescence polarization; inhibition, % at 2.79 µM; actives 1.3% (n = 370,000); AID 652257;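 active means inhibition above about 21% made by adding two undisclosed values, limit read from the data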
Target sequence (Q99873 whole entry, looked up): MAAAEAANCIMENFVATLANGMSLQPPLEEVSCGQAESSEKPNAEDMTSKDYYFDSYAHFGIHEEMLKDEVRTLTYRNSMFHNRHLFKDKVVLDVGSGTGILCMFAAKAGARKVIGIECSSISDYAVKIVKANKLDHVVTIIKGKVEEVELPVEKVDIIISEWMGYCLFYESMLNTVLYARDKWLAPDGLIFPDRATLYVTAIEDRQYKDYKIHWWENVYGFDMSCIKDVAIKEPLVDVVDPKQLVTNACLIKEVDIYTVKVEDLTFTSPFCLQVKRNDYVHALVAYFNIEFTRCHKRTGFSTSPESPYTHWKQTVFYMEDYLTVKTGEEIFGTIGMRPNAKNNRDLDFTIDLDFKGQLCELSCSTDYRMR
Active calls of the source: *; · = not tested or not shown; & = joins results of further samples.

cpd | Structure | DDE Tn7 FP inh | TCR CD3 inh | MBD2 DNA inh | TDP2 inh | Tn6 DDE FP
1 | COc1ccc(CCNC(=O)Cc2cc(=O)[nH]c(=O)[nH]2)cc1OC | 2 | 2 | 1 | -5 | -1
2 | Cc1ccc2c(c1)c1c3n2CCNC3CCC1 (centres undefined) | -1&5 | 11&9 | -7&3 | -6&3 | -5&15
3 | O=C(O)CC1=C(O)C(=O)N(c2ccccc2)C1c1ccc(Cl)cc1 (centres undefined) | 6 | 4 | -5 | 4 | 0
4 | C/C(CC(=O)NCc1ccco1)=N\NC(=O)C(c1ccccc1)c1ccccc1 | -4 | 6 | -2 | -17 | -9
5 | CN(C)c1cccc2c(/C=N/O)ccc(N(C)C)c12 | 10 | 0 | -8 | 1 | -4
6 | Cc1ccc(-c2csc(NC(=O)COc3ccc(N(C)S(=O)(=O)c4ccc(C)cc4)cc3)n2)cc1 | 5 | -2 | 6 | 0 | 4
7 | CN(C)c1ccc2c(=O)[nH][nH]c(=O)c2c1 | -3 | -3 | 10 | 7 | 2
8 | CCCCN(C)c1c(C)nc2ccc(C(=O)NCc3cccs3)cn12 | 2 | 1 | 4 | -5 | 2
9 | Cc1cc(/C=C2\NC(=S)NC2=O)c(C)n1-c1cccnc1 | 3 | 3 | -10 | -6 | 2
10 | CCOc1cccc2sc(N(CCN(CC)CC)C(=O)c3ccc(S(=O)(=O)N4CCCCC4)cc3)nc12 | 5 | 1 | 0 | 3 | 2
11 | COc1ccc(C(=O)COC(=O)c2ccc(OC)c(OC)c2)cc1OC | -6 | 1 | -10 | -20 | -3
12 | Cc1ccc(-c2nc3ncccc3o2)cc1NC(=O)C(C)(C)C | 1 | -7 | 5 | 6 | -7

cpd | UHRF1 binding | LEDGF integ inh | KLK7 zymogen act | SIAE primary | PRMT1 FP inh
1 | -1 | 4 | 0.5 | 2 | -1
2 | -4&-3 | 2&0 | 3.1&0.1 | 5&8 | 9&-6
3 | -3 | 0 | 0.0 | -2 | 3
4 | -2 | -5 | 0.4 | 15 | -3
5 | -7 | -4 | 0.9 | 11 | -2
6 | 1 | -3 | -0.1 | -62 | 1
7 | 11 | -3 | 2.9 | -6 | 3
8 | 0 | -1 | -0.5 | 0 | 4
9 | -1 | 1 | -0.1 | 8 | 1
10 | -3 | -1 | 0.2 | -3 | -1
11 | 0 | 2 | 0.0 | -1 | -6
12 | -1 | -4 | 0.8 | -7 | 2

Other compounds follow:
cpd | Structure | DDE Tn7 FP inh | TCR CD3 inh | MBD2 DNA inh | TDP2 inh | Tn6 DDE FP
13 | CCC1CO/C(=C(\C(=C(Cl)Cl)N2CCOCC2)[N+](=O)[O-])N1 (centres undefined) | 1 | 6 | 1 | -6 | 2
14 | O=C(CNC(=O)c1ccccc1F)N/N=C/c1ccco1 | 1 | 4 | 0 | -8 | -9
15 | O=c1cc(CN2CCN(S(=O)(=O)c3ccc4ccccc4c3)CC2)nc2sccn12 | -5 | 1 | 5 | 6 | 3
16 | CCOC(=O)c1nc(C)nc(Sc2n[nH]c(-c3cc(Cl)cc(Cl)c3)n2)c1C | 1 | 1 | 0 | -1 | 2
17 | COc1ccc(Oc2c(-c3cccs3)cnn(-c3ccc(C)cc3)c2=O)cc1 | 3 | · | -5 | 4 | 7
18 | O=C(CCn1c(=O)sc2ccccc21)NCc1ccccc1 | 2 | -9 | -1 | 1 | -7
19 | OC1CCCN(C(=S)Nc2ccc(SC(F)F)cc2)C1 (centres undefined) | 2 | -1 | 5 | 6 | -1
20 | O=C(O)c1ccccc1CSc1nc2ccccc2o1 | -5 | -1 | -5 | -5 | 6
21 | O=C(Nc1ccc(Cl)cc1)N1CCOC12CCC1(CC2)OCCO1 | -6 | 3 | -3 | -1 | 2
22 | C=CCNC(=S)NNC(=O)c1ccc(C)c(Cl)c1 | -1 | -1 | -6 | -21 | -1
23 | CCOC(=O)N1CCN(S(=O)(=O)c2ccc(C)cc2)CC1 | 2 | 1 | -1 | -3 | 8
24 | C[C@@H](c1ccccc1)N1C[C@H](COCc2ccccc2)Oc2cc(N3CCC[C@H]3CO)ccc2S1(=O)=O | -7 | 0 | -2 | 5 | -6

cpd | UHRF1 binding | LEDGF integ inh | KLK7 zymogen act | SIAE primary | PRMT1 FP inh
13 | -1 | -1 | -0.2 | -5 | 1
14 | 2 | -1 | -0.2 | 1 | 0
15 | -1 | 2 | 0.1 | 6 | 3
16 | -1 | 3 | 0.3 | -2 | -2
17 | -3 | -1 | · | 8 | 2
18 | -2 | 4 | -0.3 | 2 | -2
19 | 5 | 3 | 0.2 | 5 | 0
20 | 0 | 6 | 0.2 | -2 | 0
21 | -1 | 1 | 0.2 | -8 | -1
22 | 3 | 0 | -0.6 | 2 | -3
23 | 3 | 1 | -0.2 | -3 | 4
24 | -1 | 1 | 0.2 | -7 | -4

Remaining list, next part.
cpd | Structure | DDE Tn7 FP inh | TCR CD3 inh | MBD2 DNA inh | TDP2 inh | Tn6 DDE FP
25 | O=S(=O)(c1ccc(Br)cc1)c1nc(-c2ccco2)oc1NCCCn1ccnc1 | 7 | -2 | -5 | 11 | -2
26 | CCCC(=O)OCC(=O)Nc1ccccc1C#N | -2 | -1 | -4 | 3 | 11
27 | Cc1scc(C(=O)N/N=C/c2ccc(Cl)s2)c1C | 9 | 5 | -2 | 0 | 3
28 | O=C(COC(=O)c1ccc(Cl)nc1)NNC(=O)c1ccc(Br)cc1 | -3 | 7 | -2 | -2 | 7
29 | Cc1[nH]nc2c1C1(C(=O)Nc3ccc([N+](=O)[O-])cc31)C(C#N)=C(N)O2 (centres undefined) | -5 | 5 | 6 | 6 | -10
30 | O=C(Cc1ccccc1)NS(=O)(=O)c1ccc(N=NN2CCOCC2)cc1 | 3 | 2 | -3 | 1 | -3
31 | CNC(=O)c1cc2cc(OC)ccc2n1CCN(C)C | -3 | -3 | 3 | 0 | 4
32 | COc1ccc(CCNC(=O)CSC(=O)c2ccccc2)cc1OC | 3 | -1 | 1 | 3 | 8
33 | CCC1CSC(Nc2ccc(C(=O)/C=C/c3cccc(C)c3)cc2)=N1 (centres undefined) | -3 | -7 | -3 | 5 | 4
34 | O=C(Nc1ccccc1Cl)c1csc(-c2cccnc2)n1 | 1 | 6 | 3 | 8 | -8
35 | CCOC(=O)[C@]12CCC=C1N(Cc1cccc3ccccc13)C(=O)[C@H](CC(=O)NCC1CCCCC1)C2 | -3 | 0 | 0 | 2 | 1
36 | CN(C)C(=O)CCc1ccc2c3c([nH]c2c1)[C@]1(CCc2ccccc2)[C@@H](C(=O)N2CCCCC2)C[C@H](CC(=O)NCCC2=CCCCC2)C(=O)N1CC3 | 7 | -1 | 3 | 3 | 7

cpd | UHRF1 binding | LEDGF integ inh | KLK7 zymogen act | SIAE primary | PRMT1 FP inh
25 | -4 | 3 | 1.6 | 11 | 1
26 | 1 | 4 | 0.7 | -2 | -2
27 | -2 | -2 | 0.0 | -1 | -2
28 | -2 | 1 | -0.4 | 1 | 1
29 | 8 | 0 | -0.7 | -7 | 3
30 | -1 | 0 | 0.1 | -1 | -1
31 | 2 | -4 | 9.1 | 4 | 0
32 | -1 | 0 | 0.4 | 4 | 22*
33 | 7 | 2 | -0.6 | -14 | 0
34 | 1 | -1 | 0.4 | -1 | 2
35 | -1 | -1 | -0.5 | -2 | 0
36 | -2 | 1 | -0.5 | 2 | -1

The list goes on.
cpd | Structure | DDE Tn7 FP inh | TCR CD3 inh | MBD2 DNA inh | TDP2 inh | Tn6 DDE FP
37 | Cc1ccc(NC(=O)CS(=O)CC(=O)NCCCc2ccccc2)cc1Cl (centres undefined) | -2 | -2 | 1 | -8 | -4
38 | O=C(c1ccc([N+](=O)[O-])o1)N1CCOCC1 | 2 | 3 | 3 | -5 | -4
39 | CCOC(=O)N1CC(C)N(CC(O)CN2CCOCC2)CC1C (centres undefined) | 1 | 5 | 1 | -3 | 4
40 | COc1ccccc1/C=C/C(=O)OCC(=O)Nc1c(C)nn(-c2ccccc2)c1C | 5 | 6 | -5 | -3 | 0
41 | O=c1cc(-c2ccccc2)[nH]c2nc3ccccc3n12 | 2 | 0 | -2 | 8 | 2
42 | CCOCCCn1c(C)nc2c(c1=O)c1nc3ccccc3nc1n2CCC1=CCCCC1 | 0 | -5 | 2 | -2 | 3
43 | Cc1ccc(S(=O)(=O)N2CCCC(C(=O)NC3CCCC3)C2)cc1 (centres undefined) | 5 | -1 | -2 | 3 | 4
44 | Oc1ccc(-c2nccc(-c3ccccn3)n2)cc1 | -4 | -4 | -5 | -10 | 6
45 | NS(=O)(=O)c1ccc(NC(=O)c2ccc3c(c2)CCN3S(=O)(=O)c2ccccc2)cc1 | 3 | 13 | -4 | 2 | 12

cpd | UHRF1 binding | LEDGF integ inh | KLK7 zymogen act | SIAE primary | PRMT1 FP inh
37 | 3 | 5 | -0.4 | -2 | -1
38 | 0 | -12 | -0.3 | -4 | 2
39 | -1 | -2 | -0.7 | 5 | -1
40 | -2 | -3 | 2.6 | 5 | 0
41 | 1 | -3 | -75 | -6 | -3
42 | 0 | 4 | -5.8 | -7 | 1
43 | -1 | 1 | 0.0 | -4 | 3
44 | -1 | 7 | 0.1 | 6 | -3
45 | -3 | -2 | 0.0 | -24 | -4
